# High-throughput results as filed in PubChem.
# HepG2 tox = kills HepG2 cells in TGF-b inhibitor counter-screen; HepG2 CAGA-GFP viability, ATP luminescence, 18 h; Potency, µM (highest dose often 46.1 µM), inactives show at the highest dose activity change, negative = cytotoxicity, usual class: cytotoxic; hit rate 0.76% among 410,000; also: potency is read from the fitted curve at half-maximal effect; some results filed as inactive show a strong effect at the top dose
#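 CellTiter-Glo luminescence gave cytotoxicity after 18 hours at 37 degrees C. The cells were HepG2 CAGA-GFP in 1% FBS DMEM, stimulated with 500 pg/mL TGF-beta after compound addition. %Activity was normalised to no-cell wells (complete cell-killing) and DMSO (no toxicity), and curves were fitted and classified.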
# CCT modulator = changes cytosolic chaperonin activity | purified chaperonin ATPase assay, HTRF ADP detection, 30 min | activity change, % (test concentration not listed), hits read low | AID 651819 | hit rate 0.3% among 360,000; in the data active = activity change below about -30%; also: % is scaled to controls: 0 for no effect and ±100 for the full control effect
#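 TRiC (40 or 20 nM final, by batch activity) in 30 mM Tris pH 7.4, 100 mM KCl, 5 mM MgCl2, 1 mM DTT was treated with compound at 76 uM single dose, then 10 uM ATP, 30 min at 37 °C. ADP was read by HTRF Transcreener.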
# Abeta yeast res = A-beta toxicity reversal in yeast. yeast expressing A-beta42, growth rescue, OD600, 48 h; response scale: 0% DMSO, 100% iron-clioquinol control. Potency, µM (doses to about 46.1 µM), inactives show at the highest dose growth rescue, actives largely listed as activators. hit rate 0.063% among 410,000; also: potency is read from the fitted curve at half-maximal effect; nearly all actives have a fitted effect of over 55% in size
#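 Growth rescue measured by 600 nm absorbance after 48 h yeast culture at 30 C with compound. Values normalized between DMSO and an equimolar ferric chloride plus clioquinol control.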
# Nrf2 inh = Nrf2 pathway inhibition | A549 ARE-Fluc reporter, luciferase luminescence, 18-24 h | Potency, µM (titrated, usually from 46 µM), inactives show at the highest dose activity change, negative = inhibition, actives largely listed as inhibitors | hit rate 2.1% among 360,000 | AID 504444; also: potency is read from the fitted curve at half-maximal effect; % is scaled to controls: 0 for no effect and ±100 for the full control effect; nearly all actives have a fitted effect of over 60% in size
#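 In this cell-based qHTS, ARE-driven firefly luciferase in A549 cells reports Nrf2 activity; the luminescent signal after BugLite lysis is the measured value, with a prior CellTiter-Fluor read for cell health.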
# A549 viability = kills or reduces viability of A549 cells in Nrf2 counter-screen; hit rate 0.16% among 390,000; AID 504648; A549 ARE-Fluc cells, CellTiter-Fluor viability, 18-24 h; Potency, µM (highest dose often 46 µM), for inactives: top-dose activity change, negative = cytotoxicity, actives largely listed as inhibitors; also: potency is read from the fitted curve at half-maximal effect; % is scaled to controls: 0 for no effect and ±100 for the full control effect
#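 Cytotoxicity counterscreen: CellTiter-Fluor fluorescence was measured in A549 ARE_Fluc cells after 18-24 h of compound exposure in a concentration series. The subsequent BugLite luminescent read reports ARE-luciferase activity.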
# TGFb SMAD3 inh = blocks TGF-b signaling | HepG2 CAGA-GFP TGF-b/SMAD3 reporter, GFP fluorescence, 18 h; TGF-beta stimulated, 500 pg/mL final | Potency, µM (highest dose often 46.1 µM), for inactives: top-dose activity, negative = inhibition, most hits filed as inhibitors | hit rate 1.2% among 410,000 | AID 588855; also: potency is read from the fitted curve at half-maximal effect; % is scaled to controls: 0 for no effect and ±100 for the full control effect; nearly all actives have a fitted effect of over 65% in size
#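 Read-out: total well GFP (ex488/em500-530) summed from mean per-cell fluorescence. Cells: HEPG2 CAGA-GFP, 1% FBS DMEM, 18 h at 37 degrees C with 500 pg/mL final TGF-beta. Unstimulated wells served as the full-inhibition control; stimulated DMSO wells = 0%.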
# Akt phos inh = inhibitors of Akt phosphorylation | Neuro2A IGF-stimulated pAkt S473 HTRF, 20 min; hits give low values | activity change, % for hits at 50 µM | hit rate 0.32% among 360,000 | AID 651550; in the data active = activity change below about -80%; inconclusive = mostly about -51% to -80%; also: % is scaled to controls: 0 for no effect and ±100 for the full control effect
#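 Single-point screen (50 µM final compound) in Neuro2A cells stimulated 20 min with 6 nM IGF at 37 deg C. After lysis, Ser473-phosphorylated Akt read by HTRF (ex 330 nm, em 615/665 nm) as the 665/615 ratio.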
# Mm-Cpn inhibitor = inhibitors of Methanococcus maripaludis chaperonin (MmCpn) | purified Mm-Cpn ATPase, ADP Transcreener TR-FRET | Potency, µM (series often up to 76.9 µM), without a hit: at the highest dose activity, negative = inhibition, most hits filed as inhibitors | hit rate 0.031% among 330,000 | AID 504842; also: potency is read from the fitted curve at half-maximal effect; % is scaled to controls: 0 for no effect and ±100 for the full control effect; nearly all actives have a fitted effect of over 80% in size
#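 Purified archaeal Mm-CPN (25nM final) preincubated 10 min at 37degC with compound, then 10uM ATP for 30 min at 37degC; ADP measured by HTRF Transcreener TR-FRET; buffer 30 mM TRIS pH 7.4, 100mM KCl, 5mM MgCl2, 1mM DTT.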
# Nrf2 activator = activators of Nrf2 (ARE) signaling; AID 624171; Potency, µM (top dose mostly 46.1 µM), without a hit: top-dose activation, most hits filed as activators; hit rate 0.31% among 410,000; AREc32 ARE-luciferase reporter (MCF7-derived line), luminescence, 24 h; also: potency is read from the fitted curve at half-maximal effect; % of control where 0% means no effect; nearly all actives have a fitted effect of over 65% in size
#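 Reporter line AREc32 (ARE-Fluc), seeded overnight in OPTI-MEM with 5% FBS; compound pin-transferred, 24 hr at 37 deg C, 5% CO2; luminescent read-out.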
# An asterisk follows results filed as active; i = inactive; ? = inconclusive; . = no result given; [ ] = dose if it differs, or a comment. Unless noted, calls follow the shape of the dose curve; as a rule, active = well fitted curve in the direction sought with a large enough effect; inconclusive = small, poorly fitted or top-dose-only effect, or another doubt; inactive = no such curve, though single readings can be large; an effect the other way counts as inactive or inconclusive.
SMILES,HepG2 tox,CCT modulator,Abeta yeast res,Nrf2 inh,A549 viability,TGFb SMAD3 inh,Akt phos inh,Mm-Cpn inhibitor,Nrf2 activator
C/C(CCc1ccc2c(c1)OCO2)=N\NC(=O)c1ccccc1Cl,-18%,-3.4,5%,24%,9%,18%,i,2%,1.4%
CCn1c(CSc2nnc(C)n2-c2ccccc2)nc2cc(S(=O)(=O)N(C)C)ccc21,-7%,-2.4,0%,2%,?,1%,i,-2%,0.2%
Cn1ccnc1SCC(=O)Nc1ccc([N+](=O)[O-])cn1,9%,0.4,-9%,7%,3%,8%,i,-2%,-1.0%
CCN(CC)S(=O)(=O)c1cc(C(=O)N2CCc3ccccc32)ccc1Cl,-31%,-1.9,-5%,?,4%,?,i,-3%,3.4%
COc1ccccc1NC(=S)N(Cc1ccccc1)Cc1cccs1,11%,1.0,1%,-10%,5%,-12%,i,-4%,0.5%
Cc1ccc([C@H]2C[C@@H](n3cc(-c4ccc(F)cc4)nn3)[C@H](O)CN2C(=O)c2cccs2)cc1,-20%,0.5,7%,.,.,-11%,i,.,4.6%
NC(=O)[C@@H]1CCCCNc2c(F)cc([N+](=O)[O-])cc2C(=O)N[C@@H](CC(=O)O)C(=O)N[C@@H](CCC(=O)O)C(=O)N1,3%,-1.0,-8%,0%,-21%,0%,i,0%,0.4%
COc1ccc(/C=C/C(=O)OCC(=O)Nc2cc(C(F)(F)F)ccc2Cl)cc1,4%,-0.1,-6%,23%,11%,8%,i,-1%,0.2%
COc1ccc(/C=C/C(=O)OCC(=O)Nc2cc(S(=O)(=O)N(C)C)ccc2Cl)cc1,2%,0.6,11%,25%,-8%,11%,i,0%,-0.7%
CCO/N=C/C(=O)Nc1ccc(F)cc1F,-2%,-0.2,-5%,9%,3%,2%,i,1%,-0.2%
C=CCCCCCCCC(=O)OC,-72%,-1.1,-5%,-4%,7%,5%,i,.,-0.8%
COc1ccccc1C(=O)NCC(=O)N/N=C/c1ccncc1,32%,0.0,-12%,-13%,-5%,12%,i,-3%,-0.5%
CC(C)(C)OC(=O)N1CCC(NC(=O)c2nc[nH]c2C(=O)NC2CCN(C(=O)OC(C)(C)C)CC2)CC1,-12%,-3.1,-11%,?,-29%,?,i,-3%,0.2%
Cc1ccc2nc(NS(=O)(=O)c3cn(C)nc3C)sc2c1,2%,0.2,3%,2%,1%,5%,i,3%,-0.8%
Cc1cccc(OCC(=O)Nc2cc(NC(=O)COc3cccc(C)c3)cc(C(=O)O)c2)c1,-38%,-2.6,-1%,4%,2%,?,i,-3%,0.2%
CC(C)c1ccc(N(CC(=O)Nc2ccc(S(=O)(=O)N3CCOCC3)cc2)S(C)(=O)=O)cc1,-8%,3.5,1%,-28%,0%,-11%,i,2%,2.6%
COc1ccc(-c2oc3ncnc(NCCCN(C)C)c3c2-c2ccc(OC)cc2)cc1,-101%,-4.8,7%,?,-15%,?,i,-8%,-0.6%
O=c1ccc(Cl)n[nH]1,13%,0.0,-1%,-1%,0%,2%,i,-2%,-0.3%
C=CCNC(=S)N1CCC(C(=O)c2ccc(F)cc2)CC1,14%,-1.2,5%,?,-3%,-20%,i,3%,-0.3%
C=CCn1c(SCC(=O)NCC(c2ccccc2)N(C)C)nnc1C1CCCCC1 (stereo unspecified),1%,1.7,0%,6%,0%,24%,i,1%,-0.9%
CC(=O)Nc1ccc(NC(=O)C2CCCCC2C(=O)O)cc1 (stereo unspecified),3%,-1.8,5%,3%,-7%,-2%,i,1%,-0.2%
COc1ccccc1NS(=O)(=O)c1ccc(-c2cc(C)no2)s1,6%,-1.8,-7%,-5%,0%,-6%,.,0%,-0.2%
Cc1ccc(NC(=O)C2(NC(=O)c3cccc(N4C(=O)CSC4c4ccccc4)c3)CCCCC2)cc1 (stereo unspecified),-11%,-1.1,-6%,?,-9%,3%,i,-1%,-0.1%
COCC1CCCCN1C(=O)c1cc(COc2ccc3ncccc3c2)on1 (stereo unspecified),10%,0.1,-3%,?,-7%,32%[activator],i,0%,0.2%
COc1ccc(CC(N)c2csc(NC(=O)c3cc(C(C)(C)C)oc3C)n2)cc1 (stereo unspecified),-103%,-0.4,-4%,.,.,?,i,.,-4.4%
COc1cc(-c2nnn(CC#N)n2)ccc1OCc1ccccc1,-17%,-1.4,-4%,1%,-11%,-6%,i,-3%,3.9%
CCOc1cc(CNCCSc2nnnn2-c2ccccc2)ccc1OC,-22%,.,-6%,-15%,10%,-1%,.,.,3.6%
Cc1ccc(C(=O)N/N=C2/NC(=O)CC(C(=O)Nc3ccccc3)S2)cc1 (stereo unspecified),2%,-5.5,4%,-10%,-14%,-6%,i,0%,-0.1%
Cc1ccsc1C(=O)N1CCN(C(=O)c2ccco2)CC1,6%,0.1,-8%,1%,1%,1%,i,0%,0.1%
O=C(Nc1nc2nccc(-c3ccccc3)n2n1)C(Cl)(Cl)Cl,16%,0.2,18%,?,-1%,-19%,i,-3%,1.6%

# Overlap with the part before: 3 compounds; new compounds follow.
SMILES,HepG2 tox,CCT modulator,Abeta yeast res,Nrf2 inh,A549 viability,TGFb SMAD3 inh,Akt phos inh,Mm-Cpn inhibitor,Nrf2 activator
Cc1ccc(C(=O)N/N=C2/NC(=O)CC(C(=O)Nc3ccccc3)S2)cc1 (stereo unspecified),2%,-5.5,4%,-10%,-14%,-6%,i,0%,-0.1%
Cc1ccsc1C(=O)N1CCN(C(=O)c2ccco2)CC1,6%,0.1,-8%,1%,1%,1%,i,0%,0.1%
O=C(Nc1nc2nccc(-c3ccccc3)n2n1)C(Cl)(Cl)Cl,16%,0.2,18%,?,-1%,-19%,i,-3%,1.6%
c1ccc(-c2ccncn2)cc1,7%,-1.0,3%,-5%,-5%,24%,i,.,6.4%
Cc1cc(=O)oc2cc(OCC(=O)Nc3ccc(CN4CCOCC4)cc3)c(Cl)cc12,-19%,-2.2,-8%,-2%,-1%,-4%,i,3%,-0.6%
COc1ccc(C(O)c2nc(-c3cccc(F)c3)cs2)cc1 (stereo unspecified),-7%,-1.8,17%,.,.,26%,i,.,5.1%
O=C(CCC(=O)c1cccs1)OCc1nnc(-c2ccccc2)o1,1%,0.7,-1%,-7%,-14%,4%,i,2%,-0.6%
Cc1ccc(CNS(=O)(=O)c2cccc3nsnc23)cc1,-1%,0.8,7%,-11%,0%,7%,i,-3%,-0.2%
CCOc1ccc(CNC(=S)N/N=C\c2ccc([N+](=O)[O-])cc2)cc1,-69%,-4.9,2%,10%,-5%,?,i,0%,-0.6%
CCCCCCSc1ccc([C@@H]2[C@H]3C(=O)N(CC)C(=O)[C@H]3[C@]3(C(=O)OC)CCCN23)cc1,-58%,-0.5,-1%,-29%,-5%,?,i,-6%,1.2%
Cc1cc(C(=O)CSc2nnc(-c3cccnc3)n2-c2ccccc2F)c(C)n1C,-4%,-5.2,8%,5%,0%,-16%,i,-2%,-0.1%
CCC(CC)c1nnc(NC(=O)CC(C)c2ccccc2)s1 (stereo unspecified),-1%,2.3,11%,-1%,-3%,20%,i,-1%,0.2%
N=C1SC(CC(=O)Nc2ccccc2[N+](=O)[O-])C(=O)N1c1ccccc1 (stereo unspecified),-31%,-22,-5%,-15%,-1%,-21%,i,3%,2.1%
Oc1ccccc1-c1nc(N2CCCC2)c2ccccc2n1,3%,0.3,-11%,21%,-6%,9%,-145%*,-1%,2.5%
CCCS(=O)(=O)N1CCC(C(=O)NCCN2CCCC2)CC1,-16%,-2.3,10%,8%,-3%,-2%,i,-2%,-0.6%
CCOc1ccc2c(c1)c(=O)c(C(=O)c1ccc3c(c1)OCO3)cn2Cc1ccc(F)cc1,1%,.,-22%,12%,-5%,-6%,.,.,0.4%
CCCN(CC(=O)Nc1ccccc1C)C(=O)Cc1coc2cc(C)ccc12,-16%,0.3,?,-24%,-10%,5%,i,-3%,0.1%
Cc1ccc(Cl)cc1N1CCN(C(=O)C(=O)N2CCCCC2)CC1,6%,-1.7,7%,-10%,-3%,5%,i,1%,0.4%
COc1ccc(CNC(=O)C(OC(=O)c2ccco2)c2ccccc2)cc1 (stereo unspecified),-6%,1.0,4%,24%,2%,3%,i,1%,-0.6%
COc1ccc(NC(=O)CSc2nc(-c3cccs3)cc(C(F)(F)F)n2)cc1OC,-8%,.,3%,.,-14%,?,.,.,-0.7%
COc1ccc(C2/C=C\CN(C(=O)C3CCCCC3)C(C)C(=O)N2Cc2ccc(F)cc2)cc1 (stereo unspecified),-10%,.,.,-28%,-15%,?,.,.,.
CC(=O)Nc1ccc(S(=O)(=O)N2CCN(c3cc(C(F)(F)F)ccn3)CC2)cc1,-14%,0.5,-24%,-27%,-1%,-21%,i,3%,-0.1%
C/C=C/c1ccc(OCC(=O)N2CCc3cc(OC)c(OC)cc3C2)c(OC)c1,-17%,-1.3,-16%,-3%,0%,-20%,i,3%,0.2%
O=C(CSc1ncnc2sccc12)NCc1ccc2c(c1)OCO2,1%,0.3,-4%,-7%,-3%,0%,i,-4%,1.3%
CC1(C)CC(=O)c2c(oc3ccc(NS(=O)(=O)c4ccc(C(=O)O)cc4)cc23)C1,5%,-1.5,-4%,-1%,13%,0%,i,0%,-0.2%[9.22 µM]
CCOc1ccccc1NC(=O)c1cc2ccccc2o1,-3%,0.1,-7%,.,.,-1%,i,.,14%
